TDP1 inh = inhibitors of human tyrosyl-DNA phosphodiesterase TDP1. 350,000 tested, 0.28% active. AID 485290. Q9NUW8. Potency, µM (titrated, usually from 130 µM), for inactives: top-dose activity change, negative = inhibition, usual class: inhibitors. recombinant TDP1, AlphaScreen DNA substrate cleavage; further: nearly all actives have a fitted effect of over 40% in size
Target sequence (Q9NUW8 whole entry, looked up): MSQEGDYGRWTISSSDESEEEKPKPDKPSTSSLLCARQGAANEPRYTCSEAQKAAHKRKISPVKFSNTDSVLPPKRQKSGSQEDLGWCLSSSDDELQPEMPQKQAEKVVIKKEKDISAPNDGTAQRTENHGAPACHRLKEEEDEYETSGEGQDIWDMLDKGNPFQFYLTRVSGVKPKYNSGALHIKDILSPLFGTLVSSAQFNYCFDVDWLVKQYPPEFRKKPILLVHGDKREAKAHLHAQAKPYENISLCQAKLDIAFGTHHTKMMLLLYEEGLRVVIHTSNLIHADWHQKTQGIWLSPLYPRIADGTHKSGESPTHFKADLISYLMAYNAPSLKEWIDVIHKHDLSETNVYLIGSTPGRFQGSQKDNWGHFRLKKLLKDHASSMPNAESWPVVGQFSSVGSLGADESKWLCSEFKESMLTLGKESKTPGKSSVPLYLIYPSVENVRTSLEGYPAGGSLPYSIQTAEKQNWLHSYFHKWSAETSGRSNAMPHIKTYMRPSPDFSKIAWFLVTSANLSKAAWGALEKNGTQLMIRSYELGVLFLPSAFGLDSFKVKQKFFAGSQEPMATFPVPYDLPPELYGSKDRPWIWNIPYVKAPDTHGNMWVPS
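Recombinant human Tdp1 (E. coli-expressed, 1 nM final) preincubated with compounds 15 min at room temperature, then 5'-biotin/3'-phosphotyrosine-FITC DNA substrate (15 nM final) added for 5 min. AlphaScreen beads (10 ug/ml final) added 10 min; cleavage lowers signal.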
TDP1 cell noCPT = qHTS for Inhibitors of human tyrosyl-DNA phosphodiesterase 1 (TDP1): qHTS in cells in absence of CPT; DT40 Tdp1-/- hTDP1 cells, no CPT, ATP luminescence, 48 h; Potency, µM (highest dose often 46.2 µM), for the others: top-dose activity change, negative = growth inhibition, hits mostly inhibitors; 420,000 tested, 15% active; further: nearly all actives have a fitted effect of over 55% in size
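Camptothecin absent (DMSO only). Human TDP1-complemented DT40 knockout cells, 400 cells/well, 37 °C for minimum 48 hr; ATP measured via CellTiter-Glo, 30 min dark incubation, luminescence.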
TDP1 cell CPT = growth inhibition of DT40 Tdp1-/-;hTDP1 cells with camptothecin (screen for TDP1 inhibitors) | chicken DT40 Tdp1-/-;hTDP1 cells + 20 nM CPT, ATP luminescence, 48 h | Potency, µM (titrated, usually from 46.2 µM), for inactives: at the top dose activity change, negative = growth inhibition, actives largely listed as inhibitors | 420,000 tested, 12% active; further: nearly all actives have a fitted effect of over 55% in size
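Cell growth measured by CellTiter-Glo luminescence after a minimum 48 h, 37 C compound exposure with 20 nM CPT in Tdp1-knockout DT40 cells stably expressing hTDP1, seeded 400/well; qHTS titration format.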
* marks the source's active call; other numbers are inactive results; ? = inconclusive; . = no result given; [ ] = another dose, or the depositor's remark. The call rests on the fitted dose curve; in most records, active means well fitted curve in the direction sought with a large enough effect; inconclusive means small, poorly fitted or top-dose-only effect, or another doubt; inactive means no such curve, though single readings can be large; an effect the other way counts as inactive or inconclusive. On the % scale 0 is the no-effect control and ±100 the full control effect; potency means the concentration at half of the fitted maximal effect.

Order of values – TDP1 inh | TDP1 cell noCPT | TDP1 cell CPT
CC1Cc2ccccc2N1C(=O)CSc1nc2cc3c(cc2cc1C#N)OCO3 (configuration not stated)
    0.0% | ? | ?
OCC[C@H]1C[C@@H](O)[C@H](O)[C@@]2(Cc3ccccc3O2)O1
    -2.8% | -0.7% | -4.8%
O=C(c1ccc2c(c1)C(=O)N(Cc1ccncc1)C2=O)N1CCN(S(=O)(=O)c2ccc(OC(F)(F)F)cc2)CC1
    . | -20.0% | 0.4%
CCOC(=O)c1sc(NC(=O)c2cccnc2)nc1C
    6.9% | -6.7% | 8.1%
N#Cc1c(SCc2cccc(Cl)c2)sc(C(=O)c2ccccc2)c1N
    3.6% | ? | ?
COC(=O)c1ccccc1NC(=O)COC(=O)/C=C/c1cccs1
    -1.9% | -1.1% | -3.0%
CC(Oc1ccccc1)C(=O)NN1Cc2ccccc2C1=N (configuration not stated)
    4.8% | 4.9% | 23.1%
C[C@H](NC(=O)[C@@H]1CCCN1C(=O)[C@@H]1CCCN1)c1ccccc1
    . | -8.6% | 0.7%
CC(C)CNS(=O)(=O)c1ccc(OCC(=O)NCc2ccco2)cc1
    0.0% | -19.7% | 18.6%
CCOC(=O)/C(C#N)=C1/C=CNC(=O)N1
    3.0% | -4.0% | 3.2%
CCOc1ccc(C(F)(F)F)cc1NC(C)=O
    -4.0% | -10.1% | -11.0%
O=C1C(=C(c2ccccc2)N2CCOCC2)Cc2ccccc21
    . | 0.82µM* | 1.16µM*
CC1(c2cccc(Br)c2)NC(=O)N(CC(=O)c2ccc3c(c2)OCCO3)C1=O (configuration not stated)
    0.1% | ? | ?
CN=C(Nc1cc(C)nn1CCC#N)c1ccc(F)cc1
    1.0% | -4.4% | 0.4%
CCN(C(=O)COC(=O)c1ccc2[nH]c(C)c(C)c2c1)c1c(N)n(Cc2ccccc2)c(=O)[nH]c1=O
    . | -29.6% | 18.4µM*
CN(C)C(CNS(=O)(=O)c1cc([N+](=O)[O-])ccc1Cl)c1ccco1 (configuration not stated)
    0.3% | ? | ?
CN(C)C(=C(C#N)C#N)N1CCN(c2ccc(Cl)cc2)CC1
    -2.7% | ? | -2.2%
C[C@H]1COc2cccc(N3CCC[C@H]3CO)c2S(=O)(=O)N1
    . | -13.4% | -2.4%
CCc1nc2onc(C)c2c(=O)n1CC(=O)O
    -3.8% | -5.3% | 27.9%
Cn1cccc1Cc1nnc(SCC(=O)Nc2nccs2)n1C
    4.1% | -6.5% | -1.8%
Fc1ccccc1-n1cn[nH]c1=S
    . | -9.8% | -17.0%
CCCn1c(=O)c(C(=O)NCc2ccccc2)c(O)c2ccccc21
    . | ? | ?
CC(=O)c1ccc(N2CCN(S(=O)(=O)c3cc4c(cc3C)NC(=O)CO4)CC2)cc1
    -16.5% | ? | -23.8%
CCc1ccc(NC(=O)c2c(Cl)nc(C)c(Cl)c2C)cc1
    1.2% | 25.9µM* | ?
O=C(CN1CCCN(Cc2cccc(F)c2)S1(=O)=O)Nc1ccc2c(c1)OCCO2
    3.8% | ? | ?
CC(=O)N1CCN(c2ccc(NC(=O)c3ccccc3C)cc2)CC1
    . | 9.2% | 5.1%
CCc1nc2ccc(C(=O)N3CCN(C(=O)c4ccco4)CC3)cn2c1N(C=O)Cc1ccc(OC)cc1
    . | -12.5% | ?
Cc1cc(C(F)(F)F)n2nc(-c3cccs3)cc2n1
    0.0% | 11.5% | 4.6%
Cc1cc(=O)[nH]c(SCC(=O)NCc2ccc3c(c2)OCO3)n1
    0.6% | -1.2% | 17.6%
N#CC1=C(N)Oc2c(ccc3cccnc23)C1c1ccccc1 (configuration not stated)
    7.5% | 4.11µM* | 5.17µM*

An excerpt of these results, with bars between the fields.
SMILES | TDP1 inh | TDP1 cell noCPT | TDP1 cell CPT
CCc1ccc(NC(=O)c2c(Cl)nc(C)c(Cl)c2C)cc1 | 1.2% | 25.9µM* | ?
O=C(CN1CCCN(Cc2cccc(F)c2)S1(=O)=O)Nc1ccc2c(c1)OCCO2 | 3.8% | ? | ?

(further entries)
Order of values – TDP1 inh | TDP1 cell noCPT | TDP1 cell CPT
Cc1cccc(N(Cc2ccccc2)C(=O)c2cc(S(=O)(=O)N3CCOCC3)ccc2F)c1
    -7.7%[0.505 µM] | 18.4µM* | 18.4µM*
CC(C)C(=O)OCc1cc(=O)n2nc(C3CC3)sc2n1
    4.5% | 6.0% | -17.1%
C=CCSc1nncn1/N=C/c1ccc(OC)cc1
    5.8% | -9.1% | -3.7%
CCOC(=O)Nc1ccc2c(c1)N(C(=O)CN1CCN(C)CC1)c1ccccc1S2
    2.1% | ? | ?
C[C@@H]1O[C@@H](OCCC(=O)O)[C@H](O)C[C@H]1O
    -0.2% | -11.9% | -13.4%
COCCn1c(=N)c(C(=O)NCCc2ccccc2)cc2c(=O)n3cccc(C)c3nc21
    . | ? | ?
Cc1nnc(SCC(=O)N2N=C(c3ccc(Cl)cc3)CC2c2ccco2)[nH]c1=O (configuration not stated)
    0.0% | ? | 14.6µM*
Nc1ccc(CC2SC(=O)NC2=O)cc1 (configuration not stated)
    2.0% | -5.4% | 3.5%
Cc1cc(OCCCn2ccnc2)ccc1C(C)C
    2.6% | 20.6µM* | ?
Cc1ccc(Cc2nc3ccccc3nc2SCC(=O)N2CCC(C)CC2)cc1
    -2.7% | ? | ?
COc1ccccc1C(=O)Nc1ccnn1C1CCN(Cc2cn(C)c3ccccc23)CC1
    5.4% | ? | ?
Cc1occc1-c1nnc(SCC(=O)Nc2ccccc2)n1C(C)c1ccccc1 (configuration not stated)
    7.1% | ? | ?
Cc1ccc(N(Cc2cccs2)C(=O)c2ccccc2Cl)cc1
    -0.5% | 18.4µM* | 13µM*
Cc1[nH]c(C)c(S(=O)(=O)NCC(C)c2ccccc2)c1C(=O)N1CCCCC1 (configuration not stated)
    2.0% | -2.3% | -2.6%
Cc1cc(C)cc(N2CCCn3c2nc2c3c(=O)[nH]c(=O)n2C)c1
    . | ? | 14.6%
O=C(CSc1nc2ccccc2s1)NCCCN1CCOCC1
    1.0% | 8.6% | 4.4%
O=C(NCCC1CC1(Cl)Cl)c1ccc([N+](=O)[O-])cc1 (configuration not stated)
    . | 1.9% | 1.0%
CCn1cc(S(=O)(=O)c2ccccc2)c(=O)c2cc(F)c(N3CCN(C)CC3)cc21
    -0.1% | 11.5% | -1.9%
O=C(Nc1cccnc1)c1cc(Br)c(Br)s1
    -18.9% | ? | ?
O=C(O)CC/C(=N\Nc1ccc([N+](=O)[O-])cc1S(=O)(=O)N1CCOCC1)c1cccs1
    0.0% | -22.8% | -14.9%
CCCCOC(=O)c1ccc(N=Nc2c(C)c(C#N)c(O)[nH]c2=O)cc1
    2.6% | 23.1µM* | ?
Cc1[nH]nc(N=CC2=C(O)CC(C)(C)CC2=O)c1-c1ccccc1
    1.0% | 16.4µM* | ?
Cc1cc(C)nc(NC(=O)c2ccc(C)c([N+](=O)[O-])c2)n1
    4.2% | -16.1% | 2.4%
O=C1NC(=O)/C(=C\c2ccc(OCc3cccc(C(=O)O)c3)c(Cl)c2)N1
    . | 3.0% | 11.4%
COc1ccccc1Nc1nnc(SCc2nnc(-c3cc(OC)c(OC)c(OC)c3)o2)s1
    7.1% | 20.6µM* | 20.6µM*
CCOC(=O)Cn1cnc(C)c1
    . | 2.8% | -4.0%
CCc1cccc2c1Sc1ccccc1CC2N1CCNCC1 (configuration not stated)
    . | 16.4µM* | 16.4µM*
CCOc1ccc2[nH]c3nc(SCC(=O)NC4CC4)nnc3c2c1
    3.1% | ? | ?
CC(=O)OC[C@@H]1CN(Cc2ccccc2)C[C@H](n2cnc3c(NC4CCC4)ncnc32)O1
    . | ? | ?
COc1ccc(CCNC(=O)c2ccccc2-c2ccccc2C(=O)O)cc1OC
    . | -10.3% | 31.5%[activator]

(continued)
Order of values – TDP1 inh | TDP1 cell noCPT | TDP1 cell CPT
CCOC(=O)C1CCN(c2c(NCc3ccc(C(=O)NCCC(C)C)cc3)c(=O)c2=O)CC1
    2.1% | -23.8% | -7.1%
Cc1ccc(C(=O)N2c3ccccc3CC2C)o1 (configuration not stated)
    8.6% | -28.7% | ?
COc1ccc(Cc2nnc(NC(=O)C3CCCO3)s2)cc1 (configuration not stated)
    -4.0% | -7.2% | -14.3%
COc1ccc(CN(C)CC(=O)Nc2c(C)cccc2C)c(OC)c1
    0.0% | ? | ?
O=C(Cn1[nH]c(=O)c2ccccc2c1=O)OCC(=O)c1ccc(F)c(F)c1
    -14.8% | -26.5% | -4.9%
Cc1cccc(OCC(O)Cn2c(=N)n(CCN3CCOCC3)c3ccccc32)c1 (configuration not stated)
    3.8% | ? | ?
O=C(COC(=O)c1n[nH]c2ccccc12)NCCc1ccc(Cl)cc1
    -0.6% | -10.7% | -2.6%
Cc1ccc2nc(-c3ccc(NC(=O)CCS(=O)(=O)c4ccccc4)cc3)sc2c1
    -2.3% | 25.9µM* | ?
CCOC(=O)c1[nH]c(C)c(C(=O)N2CCOCC2)c1C
    0.0% | -10.0% | -13.0%
Cc1ccc2[nH]c(=O)c(CN(CCO)Cc3nnnn3Cc3ccco3)cc2c1
    2.5% | ? | -28.6%
CCN(C(=O)COC(=O)CCOc1ccc(C(C)(C)C)cc1)c1c(N)n(Cc2ccccc2)c(=O)[nH]c1=O
    . | 3.66µM* | 11.6µM*
O=C1CC2(CCN(C(=O)c3ccc([N+](=O)[O-])cc3)CC2)Oc2ccccc21
    -8.5%[0.505 µM] | ? | ?
O=P(c1ccccc1)(c1ccccc1)C(O)c1ccccn1 (configuration not stated)
    . | -17.0% | -5.9%
O=C(Nc1ccc(N2CCN(C(=O)c3ccco3)CC2)cc1)c1ccc([N+](=O)[O-])cc1Cl
    4.6% | 20.6µM* | ?
COc1cccc(CNC(=O)C2CCCN(S(=O)(=O)c3ccc4c(c3)C(C)(C)C(=O)N4C)C2)c1 (configuration not stated)
    . | ? | 14.6µM*
O=C(CNC(=O)c1ccccc1)N=Nc1c(O)[nH]c2ccc(Br)cc12
    0.1% | -20.7% | ?
CCN(CC)C(=O)c1nc[nH]c1C(=O)O[C@@H](C)c1ccccc1
    -7.5% | 2.1% | -34.8%
CCOc1ccc(C(=O)Nc2ccc(NC(=O)c3ccco3)c(Cl)c2)cc1Br
    -1.5% | ? | ?
CSc1ncc(C(=O)Nc2ccc(F)cc2F)c(-c2ccccc2)n1
    5.0% | -18.7% | -3.0%
CCN(Cc1nc(-c2ccc(OC)cc2)no1)C(=O)c1ccoc1C
    7.2% | -21.5% | -1.6%
COc1ccc(CCNC(=O)C2CCN(C(=O)c3ccc(C(C)(C)C)cc3)CC2)cc1
    3.3% | ? | ?
Cc1ccc(S(=O)(=O)N(CC(=O)O)Cc2ccccc2F)cc1
    2.3% | -2.3% | 2.6%
O=C(CCn1c(=O)oc2ccccc21)Nc1ccccc1
    1.0% | -15.4% | 12.4%
CCOC(=O)/C(C#N)=C/c1c(N2CCCCCC2)nc2ccccn2c1=O
    . | 20.6µM* | ?
COc1ccccc1CNS(=O)(=O)c1cc(-c2cc(C)no2)ccc1C
    2.6% | ? | ?
COC(=O)c1ccc(-n2nnnc2SCc2nn[nH]n2)cc1
    4.6% | 6.9% | 6.4%
Nc1nc(NCc2ccco2)nc(Nc2cccc(F)c2)c1[N+](=O)[O-]
    2.9% | 6.0% | 2.5%
CCOC(=O)C1(Cc2cccc(OC)c2)CCCN(C(=O)c2cc(CC(C)C)[nH]n2)C1 (configuration not stated)
    0.4% | -27.9% | -24.0%
Cn1c(NC(=O)c2ccccc2NC(=O)C(C)(C)C)nc2ccccc21
    9.8% | ? | ?
COc1cccc(NC(=O)COC(=O)CNC(=O)C2CCCCC2)c1
    -0.4% | 0.9% | -10.4%

Continued:
Order of values – TDP1 inh | TDP1 cell noCPT | TDP1 cell CPT
COCCNC(=O)C1(C)CCCN(Cc2sc(C)nc2C)C1 (configuration not stated)
    . | 0.8% | -3.2%
C/C(=N\NC(=O)Cc1ccccc1[N+](=O)[O-])c1cccnc1
    3.5% | 6.3% | -2.5%
COc1ccc(Nc2c(-c3ccco3)nc3ccc(C)cn23)cc1
    7.9% | -15.1% | -21.4%
COc1cccc(CN2CC(C(=O)NCCC3=CCCCC3)CCC2=O)c1 (configuration not stated)
    1.2% | ? | ?

3 entries already listed, arranged by count of non-hydrogen atoms, rising:
Order of values – TDP1 inh | TDP1 cell noCPT | TDP1 cell CPT
O=C(CCn1c(=O)oc2ccccc21)Nc1ccccc1
    1.0% | -15.4% | 12.4%
O=C1C(=C(c2ccccc2)N2CCOCC2)Cc2ccccc21
    . | 0.82µM* | 1.16µM*
CC(=O)N1CCN(c2ccc(NC(=O)c3ccccc3C)cc2)CC1
    . | 9.2% | 5.1%

Assay outcomes deposited in PubChem BioAssay by National Center for Advancing Translational Sciences (NCATS).
